# Screening results (PubChem BioAssay)
# Xi reactivation = X-chromosome reactivation activator. hit rate 0.055% among 360,000. activation, % at 7.58 µM. XiGFP mouse fibroblasts, % GFP-positive cells imaging, 3 d; cells co-treated with 5-aza-dC sensitizer; scaled so ellipticine positive control = 100%. AID 743238;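 active = mean normalized replicate activation at least 10% and every replicate at or above 10%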;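 also: 0% = median of on-plate neutral control wells and 100% = ellipticine 6 µM median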
#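 assay system = SV40-immortalized XiGFP fibroblast cells, line 68-5-11 | buffer or medium = DMEM plus 5-aza-dC sensitizer | doses = single-point pinned compound dosing | times = 3-day compound exposure, then 15 min fixation at room temperature | benchmarks = positive control ellipticine, 6 µM final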
# ERAP1 HTS inh = ERAP1 (human) enzyme inhibition | Q9NZ08 | recombinant ERAP1, Leu-AMC fluorescence, 60 min | inhibition, % at 10.7 µM | hit rate 0.15% among 340,000 | AID 652197;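 active = mean replicate inhibition of at least 30%, or all replicates individually reaching that 30% level; inactive = mean below 30% and not every replicate reaching it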;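 also: 0% = neutral control wells and 100% = L-leucinethiol positive control wells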
# LGR2 inh = blocks bursicon-induced cAMP signaling via Drosophila LGR2 | HEK293 LGR2, CRE-luciferase, bursicon-stimulated, 4 h | inhibition, % at 9.99 µM | hit rate 0.35% among 380,000;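 active = drop in luminescence signal, shown as inhibition above about 50% in the replicate tests, limit read from the data, passing the limit was not always enough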;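 also: agonist challenge used bursicon conditioned medium at about half maximal strength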
# Cneo AK release = Cryptococcus neoformans lysis via adenylate kinase release | C. neoformans lysis, adenylate kinase release luminescence, 4 h; normalised: neutral wells 0, clomiphene wells 100 | AID 651654 | hit rate 0.2% among 360,000 | lysis activity, % at 15 µM;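 active = mean lysis activity across replicates of at least 80%, whatever share of replicates individually reach that level; inactive = mean lysis activity below 80%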
#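 Test system: log-phase Cryptococcus neoformans yeast cells; Quantity: yeast cell density of 5 × 10^6 cells/mL; Buffer or medium: YPD; Doses: single compound concentration per well; Timing: 4 h at 37 °C static, read 1 h later; Measured by: AK luminescence; Read-out basis: lysis from increased AK signal; Control set: Clomiphene as positive control.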
# S100A4 inh HTS = inhibitors of human S100A4 binding to myosin IIA peptide; AID 652163; inhibition, % at 10.7 µM; P26447; hit rate 0.14% among 360,000; S100A4/TAMRA-MyoIIA peptide fluorescence polarization;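 active = mean inhibition of at least 70% across replicates, with every replicate also reaching that level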
# Target sequence (P26447 whole entry, looked up): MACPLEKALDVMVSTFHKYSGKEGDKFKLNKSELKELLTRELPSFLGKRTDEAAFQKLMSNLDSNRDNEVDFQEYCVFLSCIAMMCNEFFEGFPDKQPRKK
#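 System – human S100A4 monomer protein, biochemical binding assay · Buffer or medium – Calcium-containing HEPES buffer, pH 7.2 · Timing – 5 min between mix addition and reading · Also added – TAMRA-labelled myosin IIA heavy-chain peptide probe, 5 nM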
# PGC1a acetyl inh = PGC1a acetylation modulation, inhibitor mode | U2OS PGC1a acetylation, AlphaScreen anti-acetyl-lysine; with virally co-expressed GCN5 acetyltransferase | inhibition, % at 15.6 µM | hit rate 0.17% among 350,000 | AID 651687;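 active = every replicate shows inhibition of at least 40%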;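 also: 0% = neutral control wells and 100% = positive control wells; some results beyond the cut were filed as inactive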
# Statin myotox sup = suppression of simvastatin myotoxicity. C2C12 myotubes + simvastatin, ATP luminescence, 48 h; scaled: DMSO 0, geranylgeraniol control 100. rescue of ATP level, % at 7.49 µM. hit rate 0.78% among 330,000;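 active = mean ATP rescue above about 67%, or every replicate alone reaching that limit, limit read from the data, passing the limit was not always enough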;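 also: myotubes were challenged with 10 µM simvastatin during compound exposure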
# SIRT5 block = inhibitors of human sirtuin-5 desuccinylase; Q9NXA8; inhibition, % at 15 µM; Purified SirT5, succinyl-peptide AMC, trypsin-coupled fluorescence; AID 652115; hit rate 1.1% among 330,000; in the data active = inhibition above about 15%
# Target sequence (Q9NXA8 whole entry, looked up): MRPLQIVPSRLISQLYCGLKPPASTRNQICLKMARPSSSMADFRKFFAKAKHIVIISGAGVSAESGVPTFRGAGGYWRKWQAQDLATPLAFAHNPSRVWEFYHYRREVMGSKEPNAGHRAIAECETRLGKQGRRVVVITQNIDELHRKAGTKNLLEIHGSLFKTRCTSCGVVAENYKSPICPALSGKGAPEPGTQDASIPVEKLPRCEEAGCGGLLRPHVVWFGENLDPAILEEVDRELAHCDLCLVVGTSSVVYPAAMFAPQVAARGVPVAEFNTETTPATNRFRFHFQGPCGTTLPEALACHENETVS
# * hit, by the source's call; nt = no result given. The list is partial. The share of hits here may be higher or lower than overall.
canonical_smiles,Xi reactivation,ERAP1 HTS inh,LGR2 inh,Cneo AK release,S100A4 inh HTS,PGC1a acetyl inh,Statin myotox sup,SIRT5 block
C#CCCOC(=O)N1C2=NC(C(=O)OC)=C(C(=O)OC)[C@@H]3N(CC=C)c4ccccc4[C@]23C[C@H]1C(=O)OC,0.6,3,-1,1,-8,5,4,-2
CC(=O)Oc1ccc(C2C3=C(CC(C)(C)CC3=O)Nc3cc4c(cc32)OCCO4)cc1 (centres undefined),0.0,-4,-10,nt,6,12,nt,-14
COc1ccc(C2=NN(C(=O)c3ccccc3)C(c3ccc(OC)c(OC)c3)C2)c(OC(C)=O)c1 (centres undefined),0.4,2,-5,3,-9,nt,19,-1
CC(OC(=O)Cc1ccccc1F)C(=O)Nc1ccc(Cl)cn1 (centres undefined),0.9,-1,-2,nt,6,nt,nt,-1
COc1ccc(C(C)(O)c2nc(-c3ccccc3C)cs2)cc1 (centres undefined),0.4,-2,-4,1,-1,-15,-70,-2
Cc1ccc(S(=O)(=O)N(C)C[C@@H]2Oc3ccc(NC(=O)Nc4ccc(F)cc4)cc3CC(=O)N([C@H](C)CO)C[C@H]2C)cc1,0.0,-1,3,-3,-2,3,20,2
COc1ccc(S(=O)(=O)Nc2ccc3c(c2)C(=O)N([C@H](C)CO)C[C@H](C)[C@@H](CN(C)C(=O)C2CCCCC2)OCCCC[C@H](C)O3)cc1,0.3,0,-1,3,-9,-3,nt,7
COc1cc(/C=C/C(=O)OCC(=O)Nc2cc(S(=O)(=O)N3CCCC3)ccc2Cl)cc(OC)c1OC,0.0,3,8,8,-2,-18,4,nt
CCOc1cc(/C=C2\N=C(C)OC2=O)cc(Br)c1OCCc1ccccc1,nt,0,9,-1,-7,9,-28,-2
CO[C@@H]1CN(C)C(=O)c2cc(NC(=O)NC(C)C)ccc2OC[C@@H](C)N(Cc2ccc(-c3ccccn3)cc2)C[C@H]1C,0.0,-3,19,8,8,-2,16,10
CC1(C)CC(=O)C(CSC(=O)c2ccccc2)C(=O)C1,0.1,9,-1,-1,2,15,6,-4
CCN(CC)S(=O)(=O)c1cc(NS(=O)(=O)c2ccc(Cl)c(C(=O)O)c2)ccc1C,0.0,6,-19,1,2,-6,2,-11

# The list goes on, starting with the last two of the part before.
canonical_smiles,Xi reactivation,ERAP1 HTS inh,LGR2 inh,Cneo AK release,S100A4 inh HTS,PGC1a acetyl inh,Statin myotox sup,SIRT5 block
CC1(C)CC(=O)C(CSC(=O)c2ccccc2)C(=O)C1,0.1,9,-1,-1,2,15,6,-4
CCN(CC)S(=O)(=O)c1cc(NS(=O)(=O)c2ccc(Cl)c(C(=O)O)c2)ccc1C,0.0,6,-19,1,2,-6,2,-11
COc1ccc(S(=O)(=O)N2C[C@@H](O)COC[C@H]3O[C@H](CC(=O)N[C@@H]4CCN(Cc5ccccc5)C4)CC[C@@H]32)cc1,0.2,0,9,2,-1,-1,-20,-11
CCNC(=O)NC(=O)COC(=O)CCc1nc(=O)c2ccccc2n1C,0.0,7,-8,nt,-4,-2,nt,-4
CC(OC(=O)c1cccnc1Cl)C(=O)Nc1ccc2c(c1)OCO2 (centres undefined),0.0,-4,-2,-3,-8,4,-9,-2
CCc1ccccc1NC(=O)Nc1ccsc1C(=O)OC,0.6,0,2,1,-4,1,4,-2
CN(C)CCCN(C(=O)c1ccc(S(=O)(=O)N2CCc3ccccc3C2)cc1)c1nc2c(F)cccc2s1,0.0,3,8,0,28,nt,3,1
CN1C(=O)c2cc(NC(=O)c3cccc(F)c3)ccc2OC[C@@H]2O[C@@H](CC(=O)N3CCc4ccccc4C3)CC[C@H]21,0.0,1,0,-1,7,1,25,7
O=C(CNC(=O)c1ccc(Br)o1)Nc1ccc(N2CCCCCC2)cc1,-0.1,-3,-31,4,0,-10,1,-2
Cc1ccc(C)c(S(=O)(=O)Nc2ccc(C(=O)NCC(c3ccco3)N(C)C)cc2)c1 (centres undefined),0.1,-3,8,nt,-2,-5,nt,9
COc1cccc(/C=C/C(=O)Nc2ccc3nc4n(c(=O)c3c2)CCCC4)c1OC,-0.2,1,13,nt,-3,nt,nt,-2
COc1ccccc1CN1[C@H](CO)[C@@H](c2ccccc2)C12CN(C(C)=O)C2,0.0,1,3,nt,-38,4,nt,-3
C[C@@H]1CN([C@H](C)CO)C(=O)c2cc(C#Cc3cccc(F)c3)cnc2O[C@@H]1CN(C)CC1CCOCC1,-0.9,-1,-10,0,12,5,-17,-4
CCc1c(C)nc(SCC(=O)N2CC(C)OC(C)C2)[nH]c1=O (centres undefined),0.0,-1,14,nt,-7,nt,-15,-4
O=C(O)c1cccc(Oc2ncnc3sc4c(c23)CCCC4)c1,0.0,nt,2,0,2,nt,3,nt
CC(C)N1C(=O)S/C(=C\c2ccc(-c3ccc(Cl)c(C(=O)O)c3)o2)C1=O,0.1,-17,-76,-8,-4,-12,-8,8
CCOP(=O)(CN(CC)C(=O)c1ccccc1Br)OCC,0.1,7,-11,nt,-13,nt,nt,-1
Cc1cn([C@H]2C[C@H](O)[C@@H](CCC(=O)NCCc3ccc4ccccc4c3)O2)c(=O)[nH]c1=O,0.0,-5,-7,1,1,29,6,2
Cc1ccc(S(=O)(=O)N(C)C[C@H]2Oc3ccc(NS(=O)(=O)c4cn(C)cn4)cc3CC(=O)N([C@@H](C)CO)C[C@H]2C)cc1,-1.1,nt,-15,nt,nt,3,9,nt
CCOc1ccccc1CNC(=O)CCNS(=O)(=O)c1ccc2[nH]c(=O)oc2c1,0.0,-2,-12,3,7,5,-6,-2
O=C(NC(=S)Nc1ccccc1[N+](=O)[O-])c1ccccc1,0.1,3,-26,nt,2,nt,nt,3
CC(=O)c1c(C)oc2ccc(OCc3ccccc3)cc12,0.0,1,-30,-1,-1,0,-8,-6
O=C(/C=C/c1ccco1)Nc1nc(-c2ccccn2)cs1,0.3,-1,22,nt,-7,nt,nt,-1
Cc1ccccc1-c1nc(NCC2CC2)nc2ccsc12,-0.2,3,-18,-1,2,1,6,nt
Cc1cccc(S(=O)(=O)N2CCCCN3[C@@H](CO)[C@@H](c4ccc(-c5cccnc5)cc4)[C@@H]3C2)c1,0.0,-1,-10,0,2,-18,nt,-2
C=C1CC2(CC(c3ccccc3)OC(c3ccccc3)C2)OC1=O (centres undefined),0.0,0,-9,nt,2,-3,nt,nt
O=c1cc(-c2ccccc2)[nH]n2cnnc12,0.0,-7,-7,1,-5,-7,2,0
CC(C)NC(=O)N1[C@H](CO)[C@@H](c2ccccc2)C12CN(C(=O)c1ccccn1)C2,0.1,-1,5,nt,-2,4,nt,1
Fc1ccccc1COc1ccccc1/C=N/Nc1nc(N2CCCC2)nc(N2CCCC2)n1,0.0,nt,4,3,nt,2,nt,nt
O=C(Cc1ccc(F)cc1)N1CCOCC1,3.3,0,9,3,-3,0,5,5
O=C(Cc1ccccn1)NCC[C@@H]1CC[C@H](NC(=O)Nc2ccc(F)cc2)[C@@H](CO)O1,0.9,-3,6,1,2,-1,-1,6
C[C@H]1CN([C@@H](C)CO)C(=O)Cc2cc(NC(=O)Cn3cnnn3)ccc2O[C@@H]1CN(C)Cc1ccc(Cl)c(Cl)c1,-1.0,0,13,2,-4,-4,22,-1
Cc1ccc(C(=O)NC2CCCC2)cc1S(=O)(=O)N1CCCCC1,0.1,-1,-3,0,-3,nt,nt,0
COc1ccc(CNC(=O)c2cc(-c3ccco3)on2)cc1,nt,nt,4,1,nt,-23,17,nt

# Gathered by group: the entries above containing fluorine
canonical_smiles,Xi reactivation,ERAP1 HTS inh,LGR2 inh,Cneo AK release,S100A4 inh HTS,PGC1a acetyl inh,Statin myotox sup,SIRT5 block
CC(OC(=O)Cc1ccccc1F)C(=O)Nc1ccc(Cl)cn1 (centres undefined),0.9,-1,-2,nt,6,nt,nt,-1
Cc1ccc(S(=O)(=O)N(C)C[C@@H]2Oc3ccc(NC(=O)Nc4ccc(F)cc4)cc3CC(=O)N([C@H](C)CO)C[C@H]2C)cc1,0.0,-1,3,-3,-2,3,20,2
CN(C)CCCN(C(=O)c1ccc(S(=O)(=O)N2CCc3ccccc3C2)cc1)c1nc2c(F)cccc2s1,0.0,3,8,0,28,nt,3,1
CN1C(=O)c2cc(NC(=O)c3cccc(F)c3)ccc2OC[C@@H]2O[C@@H](CC(=O)N3CCc4ccccc4C3)CC[C@H]21,0.0,1,0,-1,7,1,25,7
C[C@@H]1CN([C@H](C)CO)C(=O)c2cc(C#Cc3cccc(F)c3)cnc2O[C@@H]1CN(C)CC1CCOCC1,-0.9,-1,-10,0,12,5,-17,-4
Fc1ccccc1COc1ccccc1/C=N/Nc1nc(N2CCCC2)nc(N2CCCC2)n1,0.0,nt,4,3,nt,2,nt,nt
O=C(Cc1ccc(F)cc1)N1CCOCC1,3.3,0,9,3,-3,0,5,5
O=C(Cc1ccccn1)NCC[C@@H]1CC[C@H](NC(=O)Nc2ccc(F)cc2)[C@@H](CO)O1,0.9,-3,6,1,2,-1,-1,6
